APP transl inh – APP translation inhibition | AID 1285 | inhibition, % at 2 µM | 0.82% of 190,000 active | SH-SY5Y APP 5'UTR-luciferase reporter, luminescence;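 active means inhibition above a set limit, derived from the sample mean plus 3 SD, cut at about 45% in these data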; further: values of inactives mirror those of a sister screen read the other way
STAT1 blocker – STAT1 signaling inhibition. NIH 3T3 STAT1-luciferase reporter, IFN-gamma, luminescence. inhibition, % at 5.5 µM. 0.35% of 200,000 active;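 active means inhibition above a set limit, the mean inhibition across all tested compounds plus 3 SD, cut at about 34% in these data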;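 further: 0% = IFN-gamma with DMSO and 100% = IFN-gamma with 300 µM nifuroxazide; values of inactives mirror those of a sister screen read the other way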
STAT1 activator – increases IFN-gamma driven STAT1 reporter signal; 2.6% of 200,000 active; NIH 3T3 STAT1-luciferase reporter, luminescence; 100% = IFN-gamma alone, no compound; activation (% of control), % at 5.5 µM;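 active means activation above the screen-wide mean activation plus 3 SD, cut at about 130% in these data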;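 further: raw ratio to IFN-gamma control signal so 100% means no change and 0% no light; values of inactives mirror those of a sister screen read the other way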
APP 5'UTR act – APP 5'UTR luciferase reporter activation. 1% of 190,000 active. SH-SY5Y APP 5'UTR luciferase reporter, luminescence; zero percent = DMSO vehicle wells. activation, % at 2 µM. AID 1276;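 active means activation above a set limit, based on mean plus 3 SD of controls, cut at about 140% in these data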; further: values of inactives mirror those of a sister screen read the other way
RAM inhibit – inhibitors of the yeast RAM network. S. cerevisiae dse1pr::URA3 reporter, 5-FOA growth OD615, 2 d; analog-sensitive cbk1-as2 kinase mutant strain. inhibition, % at 50 µM. 1.8% of 190,000 active. AID 868;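 active means inhibition above a set limit, 3 SD over mean compound inhibition, cut at about 8.4% in these data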;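 further: 0% = DMSO-only wells with no growth and 100% = 10 µM 1-NA-PP1 full growth; inhibition rescues growth on 5-FOA so higher OD means more RAM inhibition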
STAT3 blocker – reduces IL-6 driven STAT3 reporter signal; 0.89% of 190,000 active; U3A cells, IL-6 STAT3-luciferase reporter, luminescence; host cell line lacks STAT1; inhibition, % at 5.5 µM;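 active means inhibition above the mean inhibition across all screened compounds plus 3 SD, cut at about 44% in these data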;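 further: 0% = DMSO only wells and 100% = 100 µM nifuroxazide control wells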
STAT3 act – activators of IL-6 induced STAT3 signaling; 0.91% of 190,000 active; activation (% of control), % at 5.6 µM; AID 871; U3A cells, IL-6 STAT3-luciferase reporter, luminescence; 100% = signal with IL-6 EC80 alone;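 active means activation above the screen-wide mean of compound activation plus 3 SD, cut at about 130% in these data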;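 further: 0% = background luminescence of wells with medium and substrate only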
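Detection: reporter luminescence signal / Assay system: STAT1-lacking human U3A cells, STAT3 luciferase reporter / Incubation: compound pre-incubation 1 h before IL-6, then 6 h stimulation at 37 °C / Control set: IL-6-only high control / Read-out: % activation relative to IL-6 control / Probe or stimulus: Interleukin-6, 33 ng/mL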
NF-kB neuron act – NF-kB expression increase, human neuronal cells; AID 1239; NF-kB reporter expression; active compounds read high; fold change at 12.5 µM; 1.6% of 190,000 active; in the data active means fold change above about 3.3
Hsp70 act – Hsp70 transcriptional activation, primary screen | HeLa Hsp70 promoter luciferase reporter, luminescence; scaled: vehicle 0, proteasome-inhibitor control 100% | activation, % at 10 µM | 0.04% of 200,000 active;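 active means activation above the mean across all tested compounds plus 3 SD, cutoff set per campaign, cut at about 5.5% in these data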;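 further: 100% = MG132 at 30 µM as the positive control and 0% = DMSO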
FLuc inh counter – Photinus pyralis luciferase inhibition counter-screen | P08659 | ATPLite firefly luciferase biochemical luminescence, 10 min | inhibition, % at 10 µM | 1.5% of 200,000 active | AID 1006;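 active means inhibition above about 50% when tested at 10 µM, limit read from the data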
Target sequence (P08659 whole entry, looked up): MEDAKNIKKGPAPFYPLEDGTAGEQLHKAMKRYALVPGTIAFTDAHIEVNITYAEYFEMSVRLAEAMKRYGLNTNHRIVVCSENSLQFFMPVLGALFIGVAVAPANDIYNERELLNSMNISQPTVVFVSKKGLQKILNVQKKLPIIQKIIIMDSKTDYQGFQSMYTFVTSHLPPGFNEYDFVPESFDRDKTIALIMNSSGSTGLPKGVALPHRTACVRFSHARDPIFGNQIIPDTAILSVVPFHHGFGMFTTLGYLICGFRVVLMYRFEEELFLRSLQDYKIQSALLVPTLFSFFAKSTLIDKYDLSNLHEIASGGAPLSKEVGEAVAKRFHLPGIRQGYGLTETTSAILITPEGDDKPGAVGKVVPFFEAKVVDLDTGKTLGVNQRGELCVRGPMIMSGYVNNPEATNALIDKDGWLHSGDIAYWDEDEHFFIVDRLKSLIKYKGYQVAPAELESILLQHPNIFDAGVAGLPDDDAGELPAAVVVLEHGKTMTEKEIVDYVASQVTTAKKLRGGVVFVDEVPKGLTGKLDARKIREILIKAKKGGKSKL
Starred values were filed as active, the others as inactive.

SMILES	APP transl inh	STAT1 blocker	STAT1 activator	APP 5'UTR act	RAM inhibit	STAT3 blocker	STAT3 act	NF-kB neuron act	Hsp70 act	FLuc inh counter
COc1ccc(NS(=O)(=O)c2ccc3nc(COc4cccc5ccccc45)[nH]c3c2)cc1	-9	6	95	9	7.5	-4	104	0.58	-0.5	-3
O=C(O)c1oc2ccccc2c1CN1CCN(c2ccccc2)CC1	-13	-8	107	13	3.4	8	101	1.2	0.1	0
O=C1c2ccccc2C(=O)N1CC(=O)N1c2ccccc2Sc2ccccc21	-10	15	87	10	2.1	22	88	1.2	-0.2	-5
Cc1ccc(S(=O)(=O)c2c(N)n(C)c3nc4ccccc4nc23)cc1	-10	0	100	10	12*	-15	116	0.63	-0.1	-7
CCOC(=O)c1cnc(SCC(=O)c2ccc(Cl)cc2)nc1N	-11	2	98	11	4.2	10	89	1.2	-0.3	-8
CCc1cc2c(=O)c(-c3nc4ccccc4n3C)c(C)oc2c(CN2CCOCC2)c1O	13	-10	109	-13	1.6	6	97	1	0.0	0
COc1ccc(N(CC(=O)Nc2ccc3c(c2)OCO3)S(=O)(=O)c2ccc(C)cc2)cc1OC	-31	-13	110	31	4.9	4	98	1.3	-0.1	-3
CN(C(=O)COc1cccc(Br)c1)C1CCS(=O)(=O)C1 (stereo unspecified)	-1	-10	109	1	1.0	-3	105	1.3	0.1	-2
Cc1ccc(CN2CCN(CC(=O)O)C2=O)cc1	-6	3	97	6	1.0	-1	101	1.1	-0.2	-5
O=C(Nc1ncccn1)C1CCCN1S(=O)(=O)c1ccc(Cl)c(Cl)c1 (stereo unspecified)	-12	-2	102	12	-0.1	2	102	1.3	-0.4	-9
Cc1sc(NC(=O)Cn2[nH]c(=O)c3ccccc3c2=O)nc1-c1ccccc1	-5	1	99	5	3.8	4	100	2.5	-0.5	-5
FC(F)(F)c1cccc(NC(=S)N(CCCN2CCCC2)Cc2cccn2Cc2ccc(Cl)cc2)c1	-19	6	93	19	4.0	14	92	1.3	-0.5	-9
Cc1c(NC(=O)c2ccc(N(C)S(=O)(=O)c3ccccc3)cc2)c(=O)n(-c2ccccc2)n1C	-5	3	96	5	0.8	15	95	1	-0.4	-5
Cc1[nH]c2ccccc2c1CN1CCC(CO)(Cc2ccccc2)CC1	-7	-1	100	7	-0.4	-3	108	0.99	-0.1	-5
Cn1c(N2CCOCC2)cc(=O)n(C)c1=O	4	0	99	-4	-0.1	7	97	1.4	0.4	0
CC(C)Oc1ccc(Cc2cnc(=S)[nH]c2N)cc1	4	0	100	-4	1.4	3	101	1.2	-0.1	-6
Cc1cc(C)c(C)c(S(=O)(=O)ON2C(=O)c3ccccc3C2=O)c1C	-2	2	98	2	4.2	2	102	1.3	0.0	-9
COC(=O)c1cc(NC(=O)c2cccc([N+](=O)[O-])c2C)ccc1Cl	-1	-2	99	1	3.6	12	94	0.84	0.0	0
Cc1cccc(NC(=O)CSc2nc3nc(C)cc(C)c3c(=O)[nH]2)c1	6	-2	101	-6	0.9	8	102	1.1	0.2	-8
O=c1[nH][nH]c(-c2ccccc2)c1C=Nc1ccc(Cl)cc1	-8	-1	101	8	2.7	4	97	1.2	-0.3	-7
COc1ccc(NC(=O)COC(=O)c2c(-c3ccccc3)noc2C)cc1	25	5	95	-25	7.0	12	92	0.94	-0.2	-4
CCn1nc(C)c(/C=N/NC(=O)c2ccoc2C)c1C	-110	-43	140*	110	0.7	8	96	1.2	0.1	27
Cc1ccc2c(c1)sc1ncc(NC(=O)c3ccc(F)cc3)c(=O)n12	-1	-7	106	1	0.1	20	91	1.2	0.1	-2
Cc1ccccc1-n1c(SCC(=O)c2c(N)n(C)c(=O)n(C)c2=O)nnc1-c1cccnc1	2	1	99	-2	4.1	12	92	0.74	-0.1	-4
COc1ccc(Nc2ccc3nnc(-c4ccc(Br)cc4)n3n2)cc1	22	-5	105	-22	0.8	15	91	0.98	-0.1	0

Single records, as listed above.
COc1ccc(NC(=O)COC(=O)c2c(-c3ccccc3)noc2C)cc1 as listed: APP transl inh: 25; STAT1 blocker: 5; STAT1 activator: 95; APP 5'UTR act: -25; RAM inhibit: 7.0; STAT3 blocker: 12; STAT3 act: 92; NF-kB neuron act: 0.94; Hsp70 act: -0.2; FLuc inh counter: -4
Cc1c(NC(=O)c2ccc(N(C)S(=O)(=O)c3ccccc3)cc2)c(=O)n(-c2ccccc2)n1C as listed: APP transl inh: -5; STAT1 blocker: 3; STAT1 activator: 96; APP 5'UTR act: 5; RAM inhibit: 0.8; STAT3 blocker: 15; STAT3 act: 95; NF-kB neuron act: 1; Hsp70 act: -0.4; FLuc inh counter: -5

Going on with the list.
SMILES	APP transl inh	STAT1 blocker	STAT1 activator	APP 5'UTR act	RAM inhibit	STAT3 blocker	STAT3 act	NF-kB neuron act	Hsp70 act	FLuc inh counter
COc1ccc(S(=O)(=O)NCC2CCCN(C(=O)c3cccnc3)C2)cc1 (stereo unspecified)	5	-5	103	-5	1.0	1	106	1.2	-0.2	-7
C=C(C)c1ccc(C(C)(C)NC(=O)NCc2ccco2)cc1	5	3	97	-5	0.9	19	92	1.1	-0.4	-5
O=C(NCc1cccnc1)c1ccc(S(=O)(=O)N2CCCCC2)cc1	18	0	100	-18	0.0	14	93	1	-0.1	1
Cc1cccc(OCCCC(=O)Nc2ccc(N3CCCCC3)cc2)c1C	-1	3	98	1	4.5	-6	109	1.1	-0.3	-9
CCc1ccc2c(c1)cc(CN(C(=S)Nc1cccc(C)c1)C1CC1)c1nnnn12	-31	-6	105	31	1.6	0	110	0.88	-0.3	-1
Cc1ccc(S(=O)(=O)Nc2ccc(NC(=O)c3cccnc3)cc2)cc1	11	-10	108	-11	0.6	5	98	1	-0.2	2
CCc1ccc(Nc2cnn(-c3nc4ccccc4s3)c(=O)c2Cl)cc1	-38	-11	110	38	0.7	-8	105	0.65	-0.4	3
O=C(/C=N/O)NCCN1CCCCC1	-3	4	96	3	0.7	4	99	0.99	-0.1	-4
O=C(CN1CCN(C(=O)c2cccc(F)c2)CC1)NC1CCCCC1	-8	-3	102	8	0.9	-3	104	1	-0.1	-6
O=S(=O)(N1CCCCC1)N1CCN(c2ccc(F)cc2)CC1	3	-6	105	-3	2.3	-2	104	1	-0.1	-8
CCOC(=O)C1CCCN(Cc2cc(Br)ccc2OC)C1 (stereo unspecified)	-19	-1	102	19	0.6	10	97	0.86	-0.3	-1
Cc1nnc(SCc2ccccc2)n1N	-7	-2	101	7	0.7	-2	108	1.1	0.0	-3
COCCNC(=S)Nc1cc(OC)c(OC)cc1C#N	-12	-7	105	12	1.2	6	100	1.7	-0.2	2
O=C(COC(=O)Cc1ccsc1)NCc1ccccc1	1	-5	107	-1	1.1	-5	102	1.1	-0.3	-15
CN(C)/C=N/c1cc(=O)n(C)c(=O)n1Cc1ccccc1	-23	-2	102	23	1.2	1	97	1.2	-0.1	-8
O=C(COC(=O)c1cccc2ccccc12)NCC1CCCO1 (stereo unspecified)	0	5	96	0	1.0	-3	102	1.4	-0.1	1
CCn1c(Cc2ccccc2)nnc1SCC(=O)Nc1ccccc1N1CCOCC1	-4	3	97	4	0.2	2	100	0.98	-0.2	-4
Cc1nc2ccccc2n1C(=O)c1ccc(Cl)cc1[N+](=O)[O-]	3	6	94	-3	-0.3	-11	110	1.1	0.0	-1
COc1cc(/C=C2\SC(c3ccc(C)cc3)=NC2=O)ccc1O	-7	1	99	7	2.4	16	93	0.97	-0.1	30
C=CCSc1nnc(Cc2cc(=O)[nH]c(=O)[nH]2)n1-c1cc(C)ccc1C	2	0	100	-2	0.3	-1	105	0.96	-0.1	-7
CCc1cc(C(=O)Nc2ccc(C)cc2Br)cs1	-126	-45	137*	126	0.4	-48	144*	5.8*	-0.5	33
CC(C)(C)NC(=O)CSc1nncn1NCc1c(Cl)cccc1Cl	-12	10	85	12	0.8	0	103	0.98	0.1	-2
Cc1cccc(OCC(=O)Nc2ccc(C(=O)c3ccc(C(=O)O)cc3)cc2)c1	-8	-6	104	8	3.5	0	102	0.96	-0.3	-4
CCCc1nc2scc(-c3ccc(C)cc3)c2c(=O)n1N	-8	3	96	8	0.7	23	82	1.1	-0.4	-7
COCc1nc(-c2ccc(-c3ccc(C)cc3)nc2OC)no1	-42	-22	120	42	3.6	-17	116	1.5	0.3	-6

Further structures.
SMILES	APP transl inh	STAT1 blocker	STAT1 activator	APP 5'UTR act	RAM inhibit	STAT3 blocker	STAT3 act	NF-kB neuron act	Hsp70 act	FLuc inh counter
Cc1nc2ccccc2cc1C(=O)NCc1ccco1	0	5	96	0	1.4	9	96	1	0.1	-5
O=c1c2c(nc3nc(NCc4cccc5ccccc45)[nH]n13)CCC2	16	-8	108	-16	3.2	5	103	1.1	0.3	-2
Cc1cc(=O)oc2cc(OCC(=O)OCC(=O)NCc3ccc4c(c3)OCO4)ccc12	11	3	97	-11	3.1	9	97	1.3	0.2	-2
O=C(Nc1ccc(N2CCOCC2)c(Cl)c1)c1ncn[nH]1	-23	-6	106	23	1.5	20	88	1.4	-0.3	32
O=P(O)(O)C(O)C(F)(F)C(F)(F)C(F)(F)C(F)F (stereo unspecified)	1	-3	102	-1	0.8	0	103	1.3	-0.2	-4
COc1ccccc1NC(=O)COC(=O)c1cnc(C)cn1	3	-4	100	-3	0.9	9	96	1.4	0.0	7
CCCCC(CC)CNC(=O)CCCCn1c(=O)[nH]c2ccsc2c1=O (stereo unspecified)	4	11	91	-4	1.2	8	98	0.78	-0.2	-6
Cc1ccc(-c2nc(N)sc2CC(=O)OCC(=O)NCCC(C)C)cc1	-2	-9	108	2	-0.9	-8	109	0.99	-0.4	-5
COc1cc(C(=O)O/N=C2/C=CC(=O)C(C)=C2C)cc(OC)c1OC	7	3	97	-7	2.2	-8	108	1.5	-0.1	-2
CCc1ccc(OCC(=O)N/N=C(\C)c2ccc(O)cc2O)cc1	3	2	97	-3	2.0	-2	103	0.9	0.0	-5
Cc1cc(C2C(C#N)=C(N)OC3=C2C(=O)CC(C)(C)C3)c(C)s1 (stereo unspecified)	-5	15	86	5	5.2	8	97	1	-0.2	-8
CSc1ccc(/C=C/C(=O)Nc2ccccc2)cc1	-210	53*	50	210*	1.6	79*	37	6.3*	-0.6	83*
O=C(Nc1ccc2c(c1)OCO2)C1CCN(S(=O)(=O)c2ccc3c(c2)OCCO3)CC1	4	-5	104	-4	5.0	14	92	1.3	0.1	-5
CCOc1cc(CNCCO)cc(Br)c1OCc1cccs1	0	0	100	0	-0.4	32	78	0.94	-0.1	-1
Cc1ccc(-n2c(COc3ccccc3)n[nH]c2=S)cc1	14	-8	107	-14	0.6	4	101	0.95	0.0	2
CC(C)(C)C1CCC(OC(=O)CCC(=O)Nc2ccccc2)CC1 (stereo unspecified)	-2	-1	100	2	1.9	5	98	1.2	0.1	1
O=C(Cn1cnc2c(nnn2Cc2ccc(F)cc2)c1=O)OCc1ccccc1	4	1	99	-4	2.0	-3	106	1.1	-0.3	-6
COC(=O)c1ccccc1S(=O)(=O)N(Cc1cc2cc3c(cc2[nH]c1=O)OCO3)C1CCCCC1	13	20	81	-13	3.8	-5	108	0.97	-0.3	-7
Cc1cccc(NC(=S)NCc2ccc3c(c2)OCO3)c1	-6	3	98	6	0.5	3	97	1.1	-0.3	-7
CCn1c(=O)c([N+](=O)[O-])c(Cl)c2ccccc21	7	-21	121	-7	1.1	8	94	0.13	-0.2	-8
CCOC(=O)c1cn(-c2ccc(F)c(F)c2)c2c(F)c(F)c(F)c(F)c2c1=O	-13	-4	104	13	1.0	-6	112	0.96	-0.2	0

Screening data as filed in PubChem BioAssay.
